Screening results as filed in PubChem.
CXXC DNA block: blocks binding of human MLL CXXC domain to DNA. AID 2662. Potency, µM (highest dose often 115 µM), inactives show at the top dose activity change, negative = inhibition, usual class: inhibitors. MLL-CXXC / FITC-HOXA9 DNA fluorescence polarization. Q03164. actives 0.037% (n = 290,000); active means well fitted inhibition curve with a large enough effect in the polarisation, with a control signal flat, not every such curve was filed as active; inconclusive means small, poorly fitted or top-dose-only effect, or effect the other way, or a change in a side signal; inactive means no such curve, though single readings can be large or run the other way; the % refers to the polarisation; further: potency means the concentration at half of the fitted maximal effect
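Steps: dispense CXXC domain solution (7 uM) → pin compounds or unlabeled HOX-A9 DNA control → 5 min ambient → add FLSN-HOX-A9 solution (50 nM) → spin → 30 min ambient → fluorescence polarization. Tris pH 7.5/NaCl/DTT/BSA buffer.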
TSHR antagonist: antagonists of human thyroid stimulating hormone receptor | P16473 | TSHR-expressing cells, TSH-stimulated cAMP HTRF, 2 h; stronger effect = lower value | activity change, negative = inhibition, % at 11.5 µM | actives 0.2% (n = 330,000) | AID 504810;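 active means activity change below a set negative limit, meaning inhibition stronger than a set level, cut at about -70% in these data; inconclusive means activity change between two set negative limits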; further: on the % scale 0 is the no-effect control and ±100 the full control effect
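Read-out is FRET at 665 nm (cryptate excitation 337 nm) from a cryptate-tagged anti-cAMP antibody, competed by cell cAMP against cAMP-d2. Compounds are tested on freshly harvested TSHR cells challenged with 4nM TSH (EC80) for 2 hours at 37 deg C.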
GALK inhibitor: galactokinase (human) inhibition | P51570 | Purified GALK, Kinase-Glo residual ATP luminescence | Potency, µM (top dose mostly 57.5 µM), inactives show at the top dose activity change, negative = inhibition, most hits filed as inhibitors | actives 0.007% (n = 270,000); further: potency means the concentration at half of the fitted maximal effect; on the % scale 0 is the no-effect control and ±100 the full control effect
Target sequence (P51570 whole entry, looked up): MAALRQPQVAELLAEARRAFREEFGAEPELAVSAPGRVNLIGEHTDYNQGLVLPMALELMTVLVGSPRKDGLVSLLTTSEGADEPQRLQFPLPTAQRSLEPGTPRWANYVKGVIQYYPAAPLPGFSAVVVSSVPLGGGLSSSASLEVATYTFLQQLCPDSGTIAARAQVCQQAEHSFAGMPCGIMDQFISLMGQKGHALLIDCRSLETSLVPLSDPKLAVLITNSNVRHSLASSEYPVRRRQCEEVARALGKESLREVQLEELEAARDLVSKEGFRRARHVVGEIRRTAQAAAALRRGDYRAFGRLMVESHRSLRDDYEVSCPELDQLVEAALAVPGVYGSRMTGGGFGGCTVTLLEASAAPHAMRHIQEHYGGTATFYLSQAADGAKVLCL
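Galactose (100 uM) and ATP (35 uM) were turned over by 5 nM GALK for 1 h at RT. Kinase-Glo Plus then converted the remaining ATP into a luminescent signal.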
AT treatment: potential ataxia-telangiectasia treatment. […] A-T fibroblasts, KAP-1 phosphorylation AlphaLISA; neocarzinostatin DNA damage 30 min before lysis. Potency, µM (top dose mostly 57.5 µM), inactives show top-dose activation, actives largely listed as activators. actives 0.19% (n = 320,000); further: potency means the concentration at half of the fitted maximal effect; % of control where 0% means no effect; nearly all actives have a fitted effect of over 45% in size
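ATM-like activity read as KAP-1 phosphorylation via AlphaLISA donor/acceptor antibody pairs after lysis and 6 hr at 25C. Cells were ATM-null patient fibroblasts ([…], hTERT), dosed 60 min, then exposed to the DSB inducer NCS for 30 min.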
Chronic BCR inh: inhibitors of chronic active B-cell receptor signaling | ABC-DLBCL IkBa-CBG/CBR reporter, luminescence ratio, 4 h | Potency, µM (series often up to 46.1 µM), for the others: at the highest dose ratio change, negative = lower green/red ratio, hits mostly inhibitors | actives 0.05% (n = 340,000); active means well fitted inhibition curve with a large enough effect in the signal ratio, with a control signal flat, not every such curve was filed as active; inconclusive means small, poorly fitted or top-dose-only effect, or effect the other way, or a change in a side signal; the % refers to the signal ratio;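 further: potency means the concentration at half of the fitted maximal effect; plate controls were basal doxycycline-induced cells for no effect and cells given 10 µM MG132 for full effect; MG132 reads +100%, hits lower the ratio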
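Cell line TMD8 (human ABC DLBCL), stably expressing tet-inducible CBG68-IkBa fusion and CBR; IMDM/0.5% FBS; cpd up to 46 uM; dox induction, 4 h, 37C/5% CO2; dual luminescence; green/red ratio; MG132 control.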
KCNH2 WT inh: blocks the wildtype human KCNH2 potassium channel. U2OS, BacMam KCNH2, thallium flux FluxOr; stronger effect = lower value. activity change, % at 1.84 µM. actives 0.37% (n = 340,000). AID 720551;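 active means maximum activity change below -70%; inconclusive means maximum activity change between -70% and -50%; inactive means maximum activity change above -50%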; further: on the % scale 0 is the no-effect control and ±100 the full control effect
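U2OS cells transduced with wild-type KCNH2 virus are loaded with FluxOr dye for 45 min, and thallium flux is measured in kinetic reads before and after stimulation buffer. Rate constants are normalized to DMSO controls.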
TCR activator: T cell receptor activation; 330,000 tested, under 10 active; primary human leukocytes, anti-CD3, IL-2 HTRF, 48 h; Potency, µM (titrated, usually from 9.22 µM), inactives show at the highest dose activation of IL-2 secretion, most hits filed as activators; further: % of control where 0% means no effect
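Using a-CD3 beads without co-stimulation, primary human leukocytes were exposed to compounds for 48 hr. An HTRF IL-2 kit measured the cytokine, with europium-to-d2 energy transfer producing emission at 665nm upon 320nm excitation.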
Coupling enz: coupling enzyme interference in Giardia aldolase counter-screen | activity change, negative = inhibition, % at 58.2 µM, hits read low | actives 0.67% (n = 290,000) | coupling enzyme system counterscreen, AmpLite Red fluorescence; in the data active means activity change below about -30%; further: on the % scale 0 is the no-effect control and ±100 the full control effect
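Counterscreen of the coupled detection system alone, without aldolase: glyceraldehyde-3-phosphate coupling enzymes plus AmpLite Red readout. Compounds at 57.5 uM final, 10 min RT preincubation, 20 min RT reaction, fluorescence 525/598 nm.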
Tb PFK block: blocks T. brucei phosphofructokinase | T. brucei PFK, ADP-Glo luminescence | Potency, µM (doses to about 57.5 µM), inactives show at the highest dose activity, negative = inhibition, usual class: inhibitors | actives 0.17% (n = 330,000) | AID 485367;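 further: potency means the concentration at half of the fitted maximal effect; 0% = uninhibited 1x PFK enzyme wells and -100% = no-enzyme wells; nearly all actives have a fitted effect of over 60% in size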
Target sequence (O15648 whole entry, looked up): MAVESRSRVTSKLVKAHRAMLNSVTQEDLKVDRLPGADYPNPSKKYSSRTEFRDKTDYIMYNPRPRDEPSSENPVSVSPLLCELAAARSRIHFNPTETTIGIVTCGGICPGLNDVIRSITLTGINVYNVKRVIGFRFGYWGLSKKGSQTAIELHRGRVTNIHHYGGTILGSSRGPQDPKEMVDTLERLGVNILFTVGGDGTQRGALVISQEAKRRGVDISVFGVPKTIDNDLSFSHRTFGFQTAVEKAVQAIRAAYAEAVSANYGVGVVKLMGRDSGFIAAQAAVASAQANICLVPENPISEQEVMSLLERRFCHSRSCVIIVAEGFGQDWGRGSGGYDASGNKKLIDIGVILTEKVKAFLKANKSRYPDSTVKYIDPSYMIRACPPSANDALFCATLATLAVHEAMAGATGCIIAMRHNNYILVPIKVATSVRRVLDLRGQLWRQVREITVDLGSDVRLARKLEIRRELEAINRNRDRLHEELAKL
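Compounds were pin-transferred as a titration series up to 57 uM into substrate buffer (0.5 mM F6P, 0.1 mM ATP, pH 8.0), then 1.25 nM PFK was added and reactions ran 45 min before ADP-Glo detection.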
Giardia killer: kills Giardia lamblia; activity change, % at 7.66 µM, hits read low; actives 0.15% (n = 340,000); Giardia lamblia trophozoite viability; in the data active means activity change below about -80%; inconclusive means between about -30% and that limit;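 further: parasites exposed to compound for two days anaerobically before the ATP read; on the % scale 0 is the no-effect control and ±100 the full control effect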
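Killing of trophozoites was scored by loss of ATP luminescence after a 48 hrs anaerobic exposure to compounds at 37 deg C, using 100 cells per well.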
The depositor's hits bear a star; u = inconclusive; x = not tested or not shown; & = joins results of further samples; [ ] = another dose, or the depositor's remark. Unless noted, the call rests on the fitted dose curve; in most records, active means well fitted curve in the direction sought with a large enough effect; inconclusive means small, poorly fitted or top-dose-only effect, or another doubt; inactive means no such curve, though single readings can be large; an effect the other way counts as inactive or inconclusive.

molecule	CXXC DNA block	TSHR antagonist	GALK inhibitor	AT treatment	Chronic BCR inh	KCNH2 WT inh	TCR activator	Coupling enz	Tb PFK block	Giardia killer
CC(C)Nc1ccc(C(CC(N)=O)NC(=O)Cc2ccc(Br)cc2)cc1[N+](=O)[O-] (stereo not given)	-19%	10	5%	-32%	-13%	5	9%	6	-5%	17
O=C(c1ccccc1S(=O)(=O)NCc1ccccc1)N1CCCCC1	2%	-9	0%	6%	-1%	-3	2%	1	-5%	34[activator]
N#Cc1ccccc1Sc1ccccc1C(=O)OCC(=O)N1CCN(C(=O)c2ccco2)CC1	-5%	-10	1%	0%	u	3	-1%	-2	-3%	-1
O=C1CC(c2ccccc2)C(=O)N1c1cccc(O)c1 (stereo not given)	4%	-1	2%	-2%	u	3	4%	0	-17%	7
C=CCn1c2ccccc2c2n[nH]c(=S)nc21	-1%	6	-5%	5%	1%	-1	x	-2	-8%	-22
O=C1[C@@H]2Cc3c([nH]c4ccccc34)CN2C(=O)CN1CCCCCO	57%[activator]	-26	-2%	7%	1%	x	1%	0	0%	5
C[C@H]1COC(=O)[C@H](Cc2ccc(F)cc2)CC/C=C/C[C@@H](CC(=O)N(CCO)Cc2ccccc2)C(=O)N1	x	8	x	8%	-1%	6	0%	x	-6%	12
CNC(C)c1cc(OC)ccc1OC (stereo not given)	1%	-9	-5%	-3%	1%	-7	-6%	x	0%	13
COC(=O)c1ccccc1NC(=O)c1nc2nc(C)cc(C)n2n1	11%	-7	-3%	4%	u	-3	-2%	-4	0%	24
O=C(NCc1ccccc1Cl)C1CCN(S(=O)(=O)c2cccs2)CC1	1%	9	-2%	-7%	-1%	2	0%	1	u	-13
CCN(CC)c1nc(-c2ccccc2)cc(C(F)(F)F)c1C#N	10%	-1	0%	4%	-2%	3	-4%	1	-7%	-4
Cc1cccc(Nc2nnc(SC/C(O)=C(\C#N)c3nc4ccccc4[nH]3)s2)c1	6%	11	1%	x	u	-16	3%[46.1 µM]	-6	0%	2
COc1ccc(CCNC(=O)/C(C#N)=C/c2cccc(OCc3ccccc3)c2)cc1OC	6%	-2	0%	6%	u	6	3%[46.1 µM]	1	-2%	-7
O=C(NCc1nc2ccccc2[nH]1)C1CCCCC1	4%	-12	-2%	1%	2%	-5	-4%	0	3%	-10
Nc1nonc1-n1nnc(C(=O)N/N=C/c2cccc(O)c2)c1CN1CCCC1	26%	-3	4%	-4%	-1%	9	-2%	x	2%	1
Cc1ccc(NC(=O)CCC(=O)NNC(=O)c2ccccc2Cl)c(C)c1	-4%	10	0%	-8%	3%	-4	3%	1	8%	3
Cc1ccc(-c2ccc(=O)n(CCC(=O)N3CCN(c4cccc(C)c4)C(C)C3)n2)cc1 (stereo not given)	-3%	16	0%	29%	0%	-4	4%	2	2%	-5
CC1CCCCN1C(=S)NCc1ccco1 (stereo not given)	20%	-9	-2%	-3%	3%	2	1%	4	-3%	-10
COc1ccc2[nH]c(-c3cccc(F)c3)cc(=O)c2c1	8%	5	x	-6%	u	-10	2%	3&-1	-2%	-9
C/C(=N\NC(=O)c1cccc(F)c1)c1ccc(Br)s1	-4%	-5	-3%	2%	-8%	-5	-2%	2	3%	-8
COc1ccc2[nH]c3c(=O)n(CCCCC(=O)NCCN4CCCC4)c(=S)[nH]c3c2c1	14%	15	2%	x	u	6	x	-9	u	-18
CCOCCCNC(=O)/C(C#N)=C/c1ccc(C(=O)OC)cc1	15%	3	-2%	1%	1%	3	-1%	-3	-3%	19
CCC1(c2ccccc2)NC(=O)N(CC(=O)NNC(=O)CCN2CCN(c3ccccc3)CC2)C1=O (stereo not given)	x	1	x	x	0%	0	-3%	x	-3%	-17
O=C(CCCOc1ccccc1)Nc1cccc(C(=O)O)c1	8%	-2	-3%	3%	u	-4	5%	4	-3%	-1
CCn1c(-c2cc(-c3cc(OC)ccc3OC)nc3ccccc23)n[nH]c1=S	-3%	-5	-1%	1%	u	-28	0%	2	10%	5
C/C=C(\C)CN1CCN(c2cc(C)ccc2C)CC1	5%	15	1%	6%	u	40	-3%	-1	2%	7
O=C(NCC(=O)N(CCc1ccccc1)C(C(=O)NC1CCCCC1)c1ccncc1)c1ccco1 (stereo not given)	-13%	1	0%	15%	0%	17	7%	3	2%	-1
COc1ccc(C2=NNC(c3cc(Cl)cc4c3OCOC4)C2)c(O)c1 (stereo not given)	29%	26	0%	0%	0%	x	x	0	0%	x
CCN(C(=O)C1CCCO1)c1ccccc1 (stereo not given)	14%	0	-4%	-6%	5%	-2	-7%	3	2%	9
O=C(CN1C(=O)c2cccc3cccc1c23)NCC1CCCO1 (stereo not given)	-1%	17	4%	7%	-3%	1	8%	-14	4%	0
Cc1ccc2nc(-c3ccc(NC(=O)C4CCCO4)cc3)[nH]c2c1 (stereo not given)	11%	-7	5%	x	u	-1	3%	-4	-3%	u
CCOC(=O)N1CCN(CC(O)c2ccc3c(c2)CCN3)CC1 (stereo not given)	7%	19	-1%	-4%	-9%	-26	-1%	1	2%	-1
CCOc1cc(C(=O)NCCc2ccc(S(N)(=O)=O)cc2)cc(OCC)c1OCC	-23%	-4	6%	3%	0%	-1	-7%	1	-2%	8
CC1CN(C(=O)c2scc3c2OCCO3)CC(C)O1 (stereo not given)	0%	-6	-1%	-1%	15%	-2	7%	3	-2%	3
O=C(c1ccc(F)cc1)c1c[nH]c(C(=O)NCc2cccnc2)c1	-1%	-10	3%	3%	2%	-6	-5%	1	-8%	6
Cc1[nH]c(C)c(S(=O)(=O)N2CCCCC2)c1C(=O)N1CCCCC1	26%	7	2%	-10%	-1%	5	1%	-1	4%	-10
CC1CCC(NC(=O)CCCn2sc3ccccc3c2=O)CC1 (stereo not given)	-18%	-4	-1%	0%	14%	2	4%	3	6%	-26
Cc1cc(C(=O)OCC(=O)c2cccc([N+](=O)[O-])c2)c2cccc(C)c2n1	-3%	28	5%	7%	u	-12	6%	-7	-16%	9
O=Cc1c(N2CCCCC2)nc2ccccn2c1=O	2%	29	5%	2%	-19%	-9	-1%	1	-5%	7
Cc1onc(-c2c(Cl)cccc2Cl)c1C(=O)N=S(C)(=O)c1ccccc1 (stereo not given)	2%	-2	-3%	3%	14%	2	0%	-5	0%	16

Ordered by value in GALK inhibitor (smallest number first): three from the list above.
canonical_smiles	GALK inhibitor
Cc1onc(-c2c(Cl)cccc2Cl)c1C(=O)N=S(C)(=O)c1ccccc1 (stereo not given)	-3%
Cc1ccc2nc(-c3ccc(NC(=O)C4CCCO4)cc3)[nH]c2c1 (stereo not given)	5%
CCOc1cc(C(=O)NCCc2ccc(S(N)(=O)=O)cc2)cc(OCC)c1OCC	6%

Additional compounds
molecule	CXXC DNA block	TSHR antagonist	GALK inhibitor	AT treatment	Chronic BCR inh	KCNH2 WT inh	TCR activator	Coupling enz	Tb PFK block	Giardia killer
COc1ccc2nc(NC(=O)c3ccc([N+](=O)[O-])o3)sc2c1	2%	2	-8%	-6%	u	-15	x	2	6%	-97*
COc1cc(NC(=O)C(C)C)ccc1NC(=O)c1cc2ccccc2o1	-1%	-9	x	3%	u	5	4%	-4	1%	-16
COc1ccc([C@H]2C(C(=O)O)=C[C@@H](C(C)(C)C)N2S(=O)(=O)c2ccc(C)cc2)cc1OC	x	-12	x	14%	1%	-2	12%	x	7%	-5
CCCC(=O)Nc1ccc(N2CCN(S(C)(=O)=O)CC2)cc1	4%	2	1%	9%	4%	-2	5%[46.1 µM]	1	0%	5
CCCc1ccccc1OCCNC(=O)c1cc(=O)n(C)c(=O)n1C	7%	-1	0%	5%	-2%	9	12%	2	-10%	5
COc1ccccc1NC(=O)CCN1C(=O)C2C3CCC(C3)C2C1=O (stereo not given)	3%	-15	-2%	-1%	-3%	-8	-1%	x	1%	15
O=C(NCCSc1ncc(-c2ccc(F)cc2)[nH]1)c1ccco1	x	-14	x	-7%	0%	9	2%	x	0%	3
N#CCC(=O)Nn1c(=S)[nH]c2ccccc2c1=O	3%	8	-2%	3%	16%	0	-7%	-15	-2%	0
CCOC(=O)NC1(C(F)(F)F)NC(=O)N(c2cccc(C(F)(F)F)c2)C1=O (stereo not given)	4%	0	1%	0%	-7%	6	-3%[46.1 µM]	0	9%	-14
O=C(O)c1nccnc1C(=O)N1CCN(c2ccccc2)CC1	14%	-4	5%	1%	5%	-11	-8%[46.1 µM]	2	0%	5
COc1ccc(N=C2SC(C(N)=O)CC(=O)N2CCc2ccc(OC)c(OC)c2)cc1 (stereo not given)	-10%	-2	1%	1%	-14%	0	-2%	3	-25%	21
O=C(Nc1ccccc1)Nc1cc(Cl)cc(Cl)c1	-18%	u	0%	x	u	5	4%	1	-7%	-17
